High-throughput results from PubChem BioAssay.
Tau filament bind: qHTS Assay for Tau Filament Binding; recombinant tau filaments, thioflavin S fluorescence, 15 h; filaments grown with octadecylsulfate alongside compound; Microtubule-associated protein tau (Homo sapiens), P10636; Potency, µM (doses to about 57.1 µM), inactives show top-dose activity change, negative = inhibition; 71,000 compounds, 2% hits; AID 596, 2007;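 further: potency means the concentration at half of the fitted maximal effect; on the % scale 0 is the no-effect control and ±100 the full control effect; actives lower thioflavin S fluorescence by blocking filaments or displacing dye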
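Quantitative HTS: thioflavine S signal from ODS-induced tau filaments, excited at 450 nm, emission 510 nm. Conditions: 1 uM tau, 30 uM ODS, 15 h at 37 C, pH 7.4.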
A350 fluor: qHTS Assay for Spectroscopic Profiling in A350 Spectral Region | max dye-equivalent concentration, M | 59,000 compounds, 11% hits | Compound autofluorescence, 340/450 nm, Alexa 350 dye-equivalents; hits give high values; in the data active means max dye-equivalent concentration above about 10 nM; inconclusive means mostly about 1.1 nM to 9.6 nM
Fluorescein autfl: qHTS Assay for Spectroscopic Profiling in Fluorescein Spectral Region; Compound autofluorescence, 480/540 nm, fluorescein-equivalent; hits give high values; max fluorescein-equivalent concentration, M; 59,000 compounds, 0.91% hits; AID 593, 2007; in the data active means max fluorescein-equivalent concentration above about 10 nM; inconclusive means between about 1.1 nM and that limit
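First, buffer (100 mM Tris, pH 8.0) dispensed; second, compounds and fluorescein standards pinned in; third, 15 min room-temperature incubation; finally, imaging at ex 480 nm/em 540 nm. Fluorescence normalized against the six-point fluorescein curve.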
Luciferase inh: qHTS Assay for Inhibitors of Firefly Luciferase. Luciferin 4-monooxygenase (Photinus pyralis), P08659. purified firefly luciferase, luminescence, 8 min. Potency, µM (top dose mostly 57.1 µM), inactives show at the highest dose activity change, negative = inhibition, usual class: inhibitors. 72,000 compounds, 2.2% hits. AID 411, 2009; further: potency means the concentration at half of the fitted maximal effect; on the % scale 0 is the no-effect control and ±100 the full control effect; nearly all actives have a fitted effect of over 40% in size
Target sequence (P08659 whole entry, looked up): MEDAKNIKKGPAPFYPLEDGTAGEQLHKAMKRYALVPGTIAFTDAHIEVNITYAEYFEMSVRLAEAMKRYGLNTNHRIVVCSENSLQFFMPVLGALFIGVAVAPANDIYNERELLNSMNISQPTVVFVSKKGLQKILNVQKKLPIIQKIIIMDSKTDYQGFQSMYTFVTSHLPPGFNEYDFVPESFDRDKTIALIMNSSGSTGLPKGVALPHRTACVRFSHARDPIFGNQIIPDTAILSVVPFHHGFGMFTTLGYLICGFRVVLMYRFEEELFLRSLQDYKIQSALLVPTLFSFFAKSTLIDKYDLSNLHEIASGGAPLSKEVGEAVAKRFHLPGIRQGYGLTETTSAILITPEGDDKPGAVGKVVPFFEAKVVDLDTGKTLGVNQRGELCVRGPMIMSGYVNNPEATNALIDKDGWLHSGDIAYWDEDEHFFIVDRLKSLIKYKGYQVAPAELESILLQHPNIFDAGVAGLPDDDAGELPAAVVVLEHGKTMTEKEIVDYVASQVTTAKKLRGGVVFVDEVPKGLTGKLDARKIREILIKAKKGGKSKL
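Substrate buffer containing 10 uM ATP (pH 7.2 imidazole, Mg2+, KCl, detergent, BSA) is dispensed, compound pinned in, then luciferase/luciferin detector mix added. After 8 min at ambient temperature, light output is measured.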
Rhodamine fluor: qHTS Assay for Spectroscopic Profiling in Rhodamine Spectral Region; Rhodamine-region fluorescence, 547/598 nm, Tris buffer; hits give high values; max dye-equivalent concentration, M; 59,000 compounds, 0.05% hits; AID 594, 2007; in the data active means max dye-equivalent concentration above about 11 nM; inconclusive means between about 1.1 nM and that limit
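A six-point rhodamine series on each plate calibrates the signal. Compounds sit in 100 mM Tris (pH 8.0) for 15 min at ambient temperature before imaging through 547 nm/598 nm filters.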
Casp7 inh: qHTS Assay for Allosteric/Competitive Inhibitors of Caspase-7; recombinant caspase-7, Ac-DEVD-AFC fluorescence rate; Potency, µM (series often up to 57.5 µM), for the others: at the highest dose activity change, negative = inhibition, most hits filed as inhibitors; 75,000 compounds, 0.02% hits; active means well fitted inhibition curve with a large enough effect in the main read-out, with a control signal flat, not every such curve was filed as active; inconclusive means small, poorly fitted or top-dose-only effect, or a change in a side signal; further: potency means the concentration at half of the fitted maximal effect; % of control where 0% means no effect
ERK AVP inh: qHTS Assay for Inhibitors of the ERK Signaling Pathway using a Homogeneous Screening Assay; HEK293-V1b, vasopressin-stimulated pERK AlphaScreen; Potency, µM (series often up to 57.5 µM), without a hit: top-dose activity, negative = inhibition, most hits filed as inhibitors; 72,000 compounds, 0.99% hits; AID 995, 2007; further: potency means the concentration at half of the fitted maximal effect; on the % scale 0 is the no-effect control and ±100 the full control effect; nearly all actives have a fitted effect of over 55% in size
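HEK293 cells stably expressing V1b receptor, seeded overnight in 1% FBS, were treated with compounds for 30 min at 37C, then stimulated 5 min with 25 nM vasopressin; phospho-ERK read by AlphaScreen SureFire after lysis.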
4MU fluor: qHTS Assay for Spectroscopic Profiling in 4-MU Spectral Region | compound autofluorescence, 340/450 nm, 4-MU equivalents; hits give high values | max dye-equivalent concentration, M | 59,000 compounds, 11% hits | AID 589, 2007; in the data active means max dye-equivalent concentration above about 10 nM; inconclusive means mostly about 1.1 nM to 9.6 nM
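Compounds in 100 mM Tris, pH 8.0, sat 15 min at room temperature before fluorescence was read at 340 nm excitation/450 nm emission; a per-plate six-point 4-MU standard curve converted signals to dye-equivalent concentration at each compound concentration.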
Casp1 inh: qHTS Assay for Allosteric/Competitive Inhibitors of Caspase-1; P29466; Caspase-1 enzyme, Ac-WEHD-AFC fluorogenic rate; Potency, µM (series often up to 57.5 µM), for inactives: at the highest dose activity change, negative = inhibition, usual class: inhibitors; 75,000 compounds, 0.03% hits; AID 900, 2007;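 further: potency means the concentration at half of the fitted maximal effect; plate controls were vehicle for no effect and no substrate for full effect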
Target sequence (P29466 120-297 limits assumed): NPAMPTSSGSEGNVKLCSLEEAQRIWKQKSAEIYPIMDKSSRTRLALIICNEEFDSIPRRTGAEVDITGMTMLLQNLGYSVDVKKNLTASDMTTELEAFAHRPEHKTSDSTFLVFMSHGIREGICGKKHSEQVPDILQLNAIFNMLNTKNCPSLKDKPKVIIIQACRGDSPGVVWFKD
Target sequence (P29466 317-404 limits assumed): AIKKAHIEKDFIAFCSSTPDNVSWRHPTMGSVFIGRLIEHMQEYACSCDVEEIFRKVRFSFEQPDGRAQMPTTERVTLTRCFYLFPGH
HEK293 cAMP cs: qHTS Assay for Agonists of the Thyroid Stimulating Hormone Receptor: Activators of Intracellular cAMP Concentrations in Parental HEK 293. parental HEK293 CNG cAMP sensor, membrane potential fluorescence. Potency, µM (top dose mostly 57.1 µM), for inactives: at the top dose activation, most hits filed as activators. 73,000 compounds, 2.5% hits; further: potency means the concentration at half of the fitted maximal effect; % of control where 0% means no effect; nearly all actives have a fitted effect of over 55% in size
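Parental HEK 293 cells stably expressing a cAMP-gated CNG channel were loaded with membrane potential dye containing 100 uM RO 20-1724 for 60 min. Compound added for 30 min; depolarization read as fluorescence intensity at 590 nm.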
TexasRed autofl: qHTS Assay for Spectroscopic Profiling in Texas Red Spectral Region; 59,000 compounds, 0.06% hits; Compound fluorescence, Texas Red channel, 547/618 nm; hits give high values; max dye-equivalent concentration, M; in the data active means max dye-equivalent concentration above about 10 nM; inconclusive means between about 1.1 nM and that limit
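Dye-equivalent concentrations come from scaling compound signal (ex 547, em 618 nm) to six Texas Red standard concentrations run on every plate, after 15 min room-temperature incubation in pH 8.0 Tris (100 mM).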
* marks the source's active call; other numbers are inactive results; i = inactive; ? = inconclusive; . = not tested or not shown; [ ] = remark or other dose. Unless noted, the call rests on the fitted dose curve; in most records, active means well fitted curve in the direction sought with a large enough effect; inconclusive means small, poorly fitted or top-dose-only effect, or another doubt; inactive means no such curve, though single readings can be large; an effect the other way counts as inactive or inconclusive. An excerpt; count on the stated rates, not on these rows.

SMILES | Tau filament bind | A350 fluor | Fluorescein autfl | Luciferase inh | Rhodamine fluor | Casp7 inh | ERK AVP inh | 4MU fluor | Casp1 inh | HEK293 cAMP cs | TexasRed autofl
O=C(c1ccc(Br)cc1)C1CCc2occc2C1=O (stereo not given) | -6% | ? | i | 2% | i | -5% | -8% | ? | -2% | ? | i
O=C(Nc1ccccc1C(=O)N1CCCCC1)C1CCCCC1 | -4% | i | i | 1% | i | 1% | -13% | i | -1% | 16% | i
Cc1cccc(Cn2cnc3c(nnn3Cc3ccccc3F)c2=O)c1 | 8% | i | i | 0% | i | -4% | -2% | i | 2% | 22% | ?
Cc1ccc(S(=O)(=O)N[C@H](C(=O)N2CCC(C(=O)NCC(=O)O)CC2)C(C)C)cc1 | 14% | i | i | 3% | i | -1% | -1% | i | -2% | -2% | ?
CCOC(=O)N1CCN(C(=O)COc2cc(=O)n(CC)c3ccccc23)CC1 | 2% | i | i | 4% | i | 1% | 4% | i | 1% | 0% | i
O=S(=O)(c1ccccc1)N1CCN(C2CCCCCCC2)CC1 | 8% | i | i | 4% | i | 0% | -5% | i | 0% | 7% | i
O=C1c2ccccc2C(=O)N1CCN1CCOCC1 | -18% | . | . | 2% | . | 0% | -16% | . | 3% | 3% | .
COc1ccccc1C1NC(=O)NC(C)=C1C(C)=O (stereo not given) | -5% | i | i | -2% | i | 0% | -3% | i | 0% | 2% | i
O=C(CN1CCN(c2ccccn2)CC1)Nc1cc(C(F)(F)F)ccc1Cl | -8% | ? | ? | 1% | i | -15% | -23% | ? | 0% | ? | i
CC(=O)OCC1C2CC[C@H]3C(OCc4ccc(F)cc4C(F)(F)F)OC[C@]4(C)[C@H]3C2=C(CN4C(=O)OC(C)(C)C)[C@H](C)C1COC(C)=O (stereo not given in full) | 0% | . | . | . | . | -1% | 37%[activator] | . | -2% | 19% | .
CC(=O)c1ccc(N2CCN(C(=O)CCCn3c(=S)[nH]c4cc5c(cc4c3=O)OCO5)CC2)cc1 | 14% | ? | i | -3% | i | -3% | -3% | ? | 0% | -1% | i
COC(=O)c1ccccc1NC(=O)NCc1ccco1 | -9% | i | i | 0% | i | -2% | ? | i | 0% | 5% | i
CCOc1ccc(NC(=O)CSc2nnc(-c3ccccn3)n2N)cc1 | 11% | i | ? | 1% | i | 0% | 4% | i | -1% | ? | i
COCCOC(=O)C1=C(C)NC(=O)NC1c1c(OC)ncnc1OC (stereo not given) | -2% | i | i | 0% | i | 0% | -11% | i | -4% | -1% | i
Cc1c(C(=O)N2CCOCC2)sc(NC(=O)c2ccc3c(c2)OCO3)c1C#N | -12% | ? | i | -4% | i | -4% | 8% | ? | -2% | 0% | i
N#CCC(=O)N1CCCCCC1 | 0% | i | i | 3% | i | -2% | -15% | i | -1% | 0% | i
CCn1c(Cn2nnc(-c3ccccc3)n2)nnc1SCC(=O)N1CCOCC1 | 4% | i | ? | 1% | i | 1% | -3% | i | 4% | 7% | ?
COc1ccc(CCC(=O)Nc2ccc3c(c2)OCCO3)cc1 | -4% | . | . | -20% | . | 2% | 3% | . | -1% | ? | .
CN(C(=O)COc1ccccc1)c1nnc(-c2ccncc2)s1 | -18% | i | ? | 2% | i | -2% | 42%[activator] | i | -1% | 25% | i
Cc1ccc(-n2ncc3c(=O)[nH]c(SCC(=O)N4CCN(c5ccccc5)CC4)nc32)cc1 | 14% | i | ? | 1% | i | 2% | 11% | i | 1% | ? | i

Reformatted with two lines to a compound: entries from further up.
Results follow in this order: Tau filament bind | A350 fluor | Fluorescein autfl | Luciferase inh | Rhodamine fluor | Casp7 inh | ERK AVP inh | 4MU fluor | Casp1 inh | HEK293 cAMP cs | TexasRed autofl
> O=C1c2ccccc2C(=O)N1CCN1CCOCC1
    -18% | . | . | 2% | . | 0% | -16% | . | 3% | 3% | .
> COc1ccccc1C1NC(=O)NC(C)=C1C(C)=O (stereo not given)
    -5% | i | i | -2% | i | 0% | -3% | i | 0% | 2% | i
> O=C(CN1CCN(c2ccccn2)CC1)Nc1cc(C(F)(F)F)ccc1Cl
    -8% | ? | ? | 1% | i | -15% | -23% | ? | 0% | ? | i
> CC(=O)OCC1C2CC[C@H]3C(OCc4ccc(F)cc4C(F)(F)F)OC[C@]4(C)[C@H]3C2=C(CN4C(=O)OC(C)(C)C)[C@H](C)C1COC(C)=O (stereo not given in full)
    0% | . | . | . | . | -1% | 37%[activator] | . | -2% | 19% | .
> CC(=O)c1ccc(N2CCN(C(=O)CCCn3c(=S)[nH]c4cc5c(cc4c3=O)OCO5)CC2)cc1
    14% | ? | i | -3% | i | -3% | -3% | ? | 0% | -1% | i
> COC(=O)c1ccccc1NC(=O)NCc1ccco1
    -9% | i | i | 0% | i | -2% | ? | i | 0% | 5% | i
> CCOc1ccc(NC(=O)CSc2nnc(-c3ccccn3)n2N)cc1
    11% | i | ? | 1% | i | 0% | 4% | i | -1% | ? | i

Additional compounds
SMILES | Tau filament bind | A350 fluor | Fluorescein autfl | Luciferase inh | Rhodamine fluor | Casp7 inh | ERK AVP inh | 4MU fluor | Casp1 inh | HEK293 cAMP cs | TexasRed autofl
CCCn1c(C)nc2c(Nc3ccccc3)nc(C)nc21 | 0% | . | . | . | . | 0% | ? | . | 0% | 13% | .
CC1(C)Cc2c(c(-c3ccccc3)nc(N3CCCC3)c2C(N)=O)CO1 | . | ? | i | 0%[25.5 µM] | i | . | . | ? | . | . | i
Cc1ccc(NC(=O)Nc2ccc3c(c2)N(C)C(=O)CS3)nc1 | 18% | i | ? | -2% | i | -1% | 12% | i | -3% | 8% | i
C=CCn1c(CSc2nc3ccccc3s2)nnc1SCC(=O)NCc1ccco1 | 18% | . | . | 0% | . | -3% | -9% | . | -3% | 14% | .
CC(=O)Nc1ccc(S(=O)(=O)N2CCSC2c2ccccc2)cc1 (stereo not given) | 12% | i | i | 1% | i | 3% | -12% | i | -1% | 9% | i
CC(C)C(=O)Nc1ccc(NC(=O)c2cc3ccccc3o2)cc1 | 73% | ? | i | -23% | i | -1% | -9% | ? | 0% | 7% | ?
CCOC(=O)c1ccc(Nc2cc(C)nc3nc(C)nn23)cc1 | 8% | . | . | 0% | . | 1% | -14% | . | 2% | 7% | .
Cc1ccc(C(C)C)c(OCCNc2nc3c(c(=O)n(C)c(=O)n3C)n2C)c1 | . | i | i | 1%[25.5 µM] | i | . | . | i | . | . | i
O=C(CC1COc2ccccc2O1)NC1CCCCC1 (stereo not given) | -10% | i | ? | 0% | i | -1% | 2% | i | 0% | ? | i
CC1CCCCC1NC(=O)Cn1nnc(-c2ccc(Cl)cc2)n1 (stereo not given) | 0% | i | i | -1% | i | -1% | -24% | i | -1% | ? | i
Cc1ccc(-c2nnc3ccc(SCC(=O)N4CCCCC4)nn23)cc1 | -3% | ? | i | 2% | i | 0% | 4% | i | 2% | -2% | ?
COCCN1Cc2cccc(C(=O)Nc3cccnc3)c2C1=O | 1% | i | i | 0% | i | 1% | 5% | i | 2% | 1% | i
Cc1nn(-c2ccccc2)c2c1C(c1c(C)[nH]c(C#N)c1C)C(C#N)=C(N)O2 (stereo not given) | -20% | ? | i | -1% | i | 0% | 9% | ? | 1% | -3% | i
CCC1Oc2ccc(C)cc2N(Cc2cccc(C)c2)C1=O (stereo not given) | -5% | i | ? | -4% | i | 1% | 60%[activator] | i | -2% | ? | i
Cc1cc(-c2ccccc2C(=O)O)on1 | 13% | 2.1e-08M* | ? | 1% | i | -1% | 17% | 1.5e-08M* | 0% | 4% | ?
CC(=O)NCCNc1ncnc2ccc(-c3ccccc3C#N)cc12 | 3% | i | i | 1%[2.29 µM] | i | 3% | 12% | i | -3% | -5% | i
O=C(NCCC1=CCCCC1)NC1CCCCC1 | -1%[11.4 µM] | . | . | -30% | . | 1% | 5% | . | -1% | 30%[11.4 µM] | .
O=C(CCc1ccccc1)Nc1ccc(NC(=O)c2ccco2)nc1 | 10% | i | i | -14% | i | 1% | -8% | i | -1% | -1% | i
COc1ccc(CNCCNC(=O)c2nonc2N)cc1OC | -2% | i | i | 0% | i | 2% | -1% | i | 1% | 10% | i
Cc1ccc2nc3c(cc2c1)CN(Cc1ccco1)C(=NCC1CCCO1)S3 (stereo not given) | -4% | ? | i | -16% | i | -2% | 5% | i | -6% | ? | i
OCCN(Cc1ccccc1)CC1CC2C=CC1C2 (stereo not given) | -1% | i | i | 1% | i | 0% | -13% | i | -1% | 20% | ?
O=S(=O)(Cc1ccccc1Cl)Nc1ccccn1 | 7% | i | i | 2% | i | -1% | -1% | i | 1% | -2% | i
Cc1cccc(NC(=O)c2ccccc2Br)n1 | 4% | . | . | -9% | . | -1% | -2% | . | 1% | 19% | .
